From PubChem BioAssay
Tau filament bind: tau filament binding; Potency, µM (top dose mostly 57.1 µM), without a hit: at the highest dose activity change, negative = inhibition; AID 596; recombinant tau filaments, thioflavin S fluorescence, 15 h; filaments grown with octadecylsulfate alongside compound; P10636; 2% of 71,000 active;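 also: potency is read from the fitted curve at half-maximal effect; % is scaled to controls: 0 for no effect and ±100 for the full control effect; actives lower thioflavin S fluorescence by blocking filaments or displacing dye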
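Quantitative HTS: thioflavine S signal from ODS-induced tau filaments, excited at 450 nm, emission 510 nm. Conditions: 1 uM tau, 30 uM ODS, 15 h at 37 C, pH 7.4.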
Casp7 inh: caspase-7 (human) inhibition, allosteric or competitive. recombinant caspase-7, Ac-DEVD-AFC fluorescence rate. 0.02% of 75,000 active. Potency, µM (series often up to 57.5 µM), without a hit: at the highest dose activity change, negative = inhibition, actives largely listed as inhibitors. P55210. AID 889; active = well fitted inhibition curve with a large enough effect in the main read-out, with a control signal flat, not every such curve was filed as active; inconclusive = small, poorly fitted or top-dose-only effect, or a change in a side signal; also: potency is read from the fitted curve at half-maximal effect; % of control where 0% means no effect
DNA Pol III inh: inhibitors of bacterial DNA polymerase III holoenzyme; reconstituted DNA polymerase III holoenzyme replication, biochemical; Potency, µM (highest dose often 57.1 µM), inactives show top-dose activity change, negative = inhibition; 0.25% of 71,000 active; AID 603; also: potency is read from the fitted curve at half-maximal effect; % is scaled to controls: 0 for no effect and ±100 for the full control effect
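Reconstituted *E. coli* holoenzyme (0.35 nM Pol III, 1 nM beta, 154 nM SSB, 2 nM primase) was preincubated with compound for 15 min at RT. Synthesis on 1.4 nM ssM13Gori ran 35 min, then was stopped with PicoGreen/EDTA and read as dsDNA fluorescence.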
BRCT PPI red: inhibitors of human BRCA1 BRCT-phosphoprotein interaction (red fluorophore). P38398. BRCT-phosphopeptide binding, red fluorescence polarization. 0.03% of 75,000 active. Potency, µM (highest dose often 76.9 µM), for the others: at the highest dose activity change, negative = inhibition, actives largely listed as inhibitors; also: % is scaled to controls: 0 for no effect and ±100 for the full control effect
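Rhodamine-labelled pBACH1 10-mer (100 nM) bound to BRCT domain (100 nM) at pH 7.3; compounds incubated 12 min room temperature, polarization read. Free peptide defines full inhibition; unlabelled decapeptide titrated as control.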
Caspase-1 inhib: caspase-1 (human) inhibition, allosteric or competitive. 0.03% of 75,000 active. P29466. Caspase-1 enzyme, Ac-WEHD-AFC fluorogenic rate. Potency, µM (doses to about 57.5 µM), without a hit: at the top dose activity change, negative = inhibition, hits mostly inhibitors. AID 900;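 also: potency is read from the fitted curve at half-maximal effect; plate controls were vehicle for no effect and no substrate for full effect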
15-hLO inh: inhibitors of human 15-lipoxygenase (ALOX15) | P16050 | purified 15hLO-1, xylenol orange hydroperoxide absorbance | Potency, µM (series often up to 57.1 µM), inactives show at the highest dose activity change, negative = inhibition, actives largely listed as inhibitors | 1.4% of 74,000 active | AID 887; also: potency is read from the fitted curve at half-maximal effect; % is scaled to controls: 0 for no effect and ±100 for the full control effect; nearly all actives have a fitted effect of over 55% in size
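Inhibition is scored from a chromogenic endpoint. After 15 min enzyme-compound contact, arachidonic acid (50 uM final) reacts 6 min with 40 nM 15hLO-1 at room temperature, then Fe-XO reagent is added for 30 min and absorbance ratio recorded.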
HEK293 cAMP cs: raises cAMP in parental HEK293 cells, TSHR agonist counter-screen; parental HEK293 CNG cAMP sensor, membrane potential fluorescence; AID 938; 2.5% of 73,000 active; Potency, µM (titrated, usually from 57.1 µM), inactives show top-dose activation, usual class: activators; also: potency is read from the fitted curve at half-maximal effect; % of control where 0% means no effect; nearly all actives have a fitted effect of over 55% in size
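Counterscreen for endogenous-receptor signalling: CNG-channel HEK 293 cells report cAMP rise by membrane depolarization. After 60 min dye equilibration with 100 uM RO 20-1724, compounds incubated 30 min before bottom-read fluorescence at 590 nm.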
HADH2 inhib: HADH2 (human) dehydrogenase inhibition. AID 886. 3.4% of 73,000 active. Q99714. recombinant HADH2, NADH fluorescence, beta-hydroxybutyryl-CoA. Potency, µM (series often up to 57.1 µM), for the others: at the top dose activity change, negative = inhibition, usual class: inhibitors; also: potency is read from the fitted curve at half-maximal effect; % is scaled to controls: 0 for no effect and ±100 for the full control effect; nearly all actives have a fitted effect of over 60% in size; many of its hits are not listed in these tables
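NADH fluorescence (ex 360/em 450 nm) read every 30 s for 4 min; activity taken as last-minus-first time point difference. Enzyme 20 nM, NAD+ 1 mM, beta-hydroxybutyryl-CoA 90 uM, pH 9.0 Tris buffer.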
Rhodamine fluor: rhodamine region autofluorescence; Rhodamine-region fluorescence, 547/598 nm, Tris buffer; active compounds read high; max dye-equivalent concentration, M; 0.05% of 59,000 active; in the data active = max dye-equivalent concentration above about 11 nM; inconclusive = between about 1.1 nM and that limit
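Intrinsic compound fluorescence, ex 547 / em 598 nm, CCD imager. Tris 100 mM pH 8.0; 15 min RT. Output = rhodamine dye-equivalent concentration at each compound concentration.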
USP2a inh: inhibitors of human ubiquitin-specific protease USP2a; 0.1% of 60,000 active; Potency, µM (doses to about 38.3 µM), for the others: top-dose activity change, negative = inhibition, most hits filed as inhibitors; AID 927; USP2a enzymatic assay, qHTS inhibition;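 also: potency is read from the fitted curve at half-maximal effect; nearly all actives have a fitted effect of over 60% in size; plate controls were DMSO for no effect and NEM full inhibition control for full effect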
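20 nM USP2 core + cpd, 30 min RT; add 20 nM Ub-PLA2/20 uM NBD C6-HPC; read Ex460/Em535 at 0 h and 2.5 h. Normalized to NEM; qHTS curve fit/classification.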
BRCT inh green: blocks human BRCA1 BRCT binding to phosphopeptide, green readout. P38398. BRCA1 BRCT-phosphopeptide binding, green fluorescence polarization. Potency, µM (titrated, usually from 76.9 µM), without a hit: at the top dose activity change, negative = inhibition, most hits filed as inhibitors. 0.05% of 75,000 active;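 also: potency is read from the fitted curve at half-maximal effect; plate controls were peptide without protein for full effect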
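Compounds were incubated for 12 min at room temperature with a complex of 100 nM fluorescein-tagged pBACH1 decapeptide and 250 nM His-tagged BRCT protein. Buffer was phosphate pH 7.3 with EDTA, DTT and Tween 20. Disruption of binding lowers the polarization signal.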
Starred values were filed as active, the others as inactive; i = inactive; ? = inconclusive; . = not tested or not shown; & = joins results of further samples; [ ] = dose if it differs, or a comment. Unless noted, calls follow the shape of the dose curve; as a rule, active = well fitted curve in the direction sought with a large enough effect; inconclusive = small, poorly fitted or top-dose-only effect, or another doubt; inactive = no such curve, though single readings can be large; an effect the other way counts as inactive or inconclusive. A portion of the library (hit frequency here may not be typical).

smiles	BRCT inh green	15-hLO inh	Rhodamine fluor	DNA Pol III inh	HADH2 inhib	Casp7 inh	BRCT PPI red	Tau filament bind	Caspase-1 inhib	HEK293 cAMP cs	USP2a inh
Cc1cc(C(=O)O)sc1C(N)C(=O)O (stereo not given)	-2.1%	?	.	.	5%	0%	0.7%	.	0%	-7%	.
COC(=O)[C@H](N)CCCN=C(N)N[N+](=O)[O-]	-3.3%	14%	i	-5%	12%	0%	1.3%	-7%	0%	11%	0%
OC(c1ccc(Cl)cc1)(c1ccc(Cl)cc1)C(Cl)(Cl)Cl	-2.2%	-3%	.	-2%	3%	-1%	-0.3%	-14%	-2%	-7%	.
COc1ccc(CN2CC3CC(C2)c2cccc(=O)n2C3)cc1OC (stereo not given)	0.8%	-3%	.	-1%	-6%	1%	-1.1%	1%	-1%	9%	-7%
O=C1C2CCCN2C(c2cccnc2)N1c1nccs1 (stereo not given)	-1.6%	3%	i	-5%	-3%	-1%	0.4%	-7%	2%	9%	-2%
Nc1ccc(S(=O)(=O)c2ccc(NCN3C(=O)NC(=O)C(=O)C3=O)cc2)cc1	1.2%[15.4 µM]	-5%[11.4 µM]	i	-10%[11.4 µM]	4%[11.4 µM]	-2%[11.5 µM]	0.6%[15.4 µM]	-2%[11.4 µM]	2%[11.5 µM]	-3%[11.4 µM]	.
O=C(Nc1ccc([As](=O)(O)O)cc1)Nc1cccc(Cl)c1Cl	-1.3%[15.4 µM]	8%[11.4 µM]	i	1%[11.4 µM]	-6%[11.4 µM]	-2%[11.5 µM]	1.8%[15.4 µM]	-2%[11.4 µM]	-1%[11.5 µM]	7%[11.4 µM]	.
CN(C)C(=O)Oc1ccc(C(=O)c2ccccc2)cc1	-0.9%	-2%[11.4 µM]	.	-1%[11.4 µM]	-2%[11.4 µM]	-1%	0.3%	6%[11.4 µM]	-4%	5%[11.4 µM]	4%[7.66 µM]
O=C(Nc1cccc(Cl)c1)c1c(O)c2c(n(Cc3ccco3)c1=O)CCCC2	-1.1%	7%	i	-1%	-6%	-2%	0.5%	1%	-3%	0%	-2%
OCC1CCCN2CCCCC12 (stereo not given)	0.9%[3.08 µM]	-2%	.	.	.	-2%	0.2%	.	2%	.	5%
CC(N)Cc1ccc(O)cc1 (stereo not given)	-0.9%[3.08 µM]	11%	.	.	.	-2%	-0.4%	.	2%	.	-7%
CCN(CC)CCOC(=O)c1cc2cc(COC)ccc2o1	-1.2%	-9%	i	3%	?	-2%	0.1%	2%	0%	-3%	-4%
N=C(N)n1cc(/C=N\N=C(N)N)cn1	1.4%[15.4 µM]	30%[11.4 µM]	i	-9%[11.4 µM]	3%[11.4 µM]	0%[11.5 µM]	1.9%[15.4 µM]	-6%[11.4 µM]	-1%[11.5 µM]	-7%[11.4 µM]	.
O=C(Cn1ncc2c3ccccc3n(Cc3cccc(Cl)c3)c2c1=O)N1CCC2(CC1)OCCO2	44%[activator]	-24%	i	3%	?	-25%	0.2%	75%	-13%	-10%	48%[activator]
COc1cc(/C=N/n2cnnc2)ccc1OC(=O)N(C)C	-1.9%	14%	i	-1%	-3%	0%	-1.3%	-12%	4%	8%	-23%
CN=C=O	-0.9%	1%	.	-5%	0%	-1%	-0.1%	10%	?	?	.
c1cncc([C@@H]2CCCCN2)c1	-0.9%	-4%&5%[25.6 µM]	i	-7%	11%	1%	-3.0%	?	0%	3%	-7%[17.1 µM]
COc1ccc2c(c1)CC1(CN2C)C(=O)NC(=O)N(CCc2ccccc2)C1=O (stereo not given)	1.1%	16µM*	i	-4%	?	-25%	-0.7%	148%	?	2%	48%[activator]
ClCC1CO1 (stereo not given)	-0.7%	-2%	.	-2%	2%	0%	-0.8%	2%	-3%	14%	.
NC(=O)CSP(=O)(c1ccccc1)c1ccccc1	-1.8%	1%	.	-1%	?	-1%	0.1%	9%	-1%	-5%	1%

In a second layout: results already given
Second line of a record: BRCT inh green, 15-hLO inh, Rhodamine fluor, DNA Pol III inh, HADH2 inhib, Casp7 inh, BRCT PPI red, Tau filament bind, Caspase-1 inhib, HEK293 cAMP cs, USP2a inh
- CN=C=O
    -0.9%, 1%, ., -5%, 0%, -1%, -0.1%, 10%, ?, ?, .
- COC(=O)[C@H](N)CCCN=C(N)N[N+](=O)[O-]
    -3.3%, 14%, i, -5%, 12%, 0%, 1.3%, -7%, 0%, 11%, 0%
- O=C1C2CCCN2C(c2cccnc2)N1c1nccs1 (stereo not given)
    -1.6%, 3%, i, -5%, -3%, -1%, 0.4%, -7%, 2%, 9%, -2%
- OCC1CCCN2CCCCC12 (stereo not given)
    0.9%[3.08 µM], -2%, ., ., ., -2%, 0.2%, ., 2%, ., 5%
- N=C(N)n1cc(/C=N\N=C(N)N)cn1
    1.4%[15.4 µM], 30%[11.4 µM], i, -9%[11.4 µM], 3%[11.4 µM], 0%[11.5 µM], 1.9%[15.4 µM], -6%[11.4 µM], -1%[11.5 µM], -7%[11.4 µM], .
- O=C(Nc1ccc([As](=O)(O)O)cc1)Nc1cccc(Cl)c1Cl
    -1.3%[15.4 µM], 8%[11.4 µM], i, 1%[11.4 µM], -6%[11.4 µM], -2%[11.5 µM], 1.8%[15.4 µM], -2%[11.4 µM], -1%[11.5 µM], 7%[11.4 µM], .
- Cc1cc(C(=O)O)sc1C(N)C(=O)O (stereo not given)
    -2.1%, ?, ., ., 5%, 0%, 0.7%, ., 0%, -7%, .

Later entries
smiles	BRCT inh green	15-hLO inh	Rhodamine fluor	DNA Pol III inh	HADH2 inhib	Casp7 inh	BRCT PPI red	Tau filament bind	Caspase-1 inhib	HEK293 cAMP cs	USP2a inh
COc1cc2c(cc1OC)-c1c(OC)c(OC)cc3c1C(C2)N(C)CC3 (stereo not given)	-1.4%	-16%	.	-10%	?	-12%	-0.3%	?	-14%	15%	20%
CCNC(=O)[C@@H]1O[C@@H](n2cnc3c(N)ncnc32)[C@H](O)[C@H]1O	-0.1%	-12%[25.6 µM]	.	0%	-18%	1%	0.5%	?	1%	0.16µM*	.
C/C=C1/CN2CC[C@]34C(=C(C=O)[C@H]1C[C@@H]23)Nc1ccccc14	-1.3%	-3%[25.6 µM]	.	.	.	-20%	-4.0%	.	-5%	.	.
C=C(Cl)Cl	-2.0%	-3%	.	2%	2%	-2%	-1.3%	1%	-4%	-4%	.
C=C1CC2C(CC[C@]3(C)C(=O)CCC23)[C@]2(C)C=CC(=O)C=C12 (stereo not given in full)	3.2%	1%	.	.	.	0%	-2.5%	.	0%	.	-1%
CCOc1ccc(OCC)c(NC(=O)CCn2c(=O)oc3ccccc32)c1	-2.5%	-7%	i	-3%	-7%	-1%	0.6%	33%	-1%	?	7%
NNC(N)=O	-2.1%&-0.7%	-13%&10%	i	1%&-8%	3%&-17%	0%&1%	-0.2%&1.9%	3%&-3%	-3%&-1%	?	-3%
COc1cc2c(cc1OC)[C@]13CCN4CC5=CCO[C@@H]6CC(=O)N2[C@@H]1[C@H]6[C@@H]5C[C@H]43	.	.	i	-6%	-2%	.	.	?	.	8%	.
C[C@]12CN(CC[N+](C)(C)C)C[C@]1(C)[C@@H]1CC[C@@H]2O1	-0.3%[15.4 µM]	-6%[11.4 µM]	i	-11%[11.4 µM]	-14%[11.4 µM]	-1%[11.5 µM]	0.4%[15.4 µM]	-4%[11.4 µM]	-1%[11.5 µM]	-4%[11.4 µM]	.
O=C(Nc1ccccc1OC(=O)N1CCCCC1)N1CCCCC1	-1.9%	1%[11.4 µM]	.	-1%[11.4 µM]	0%[11.4 µM]	0%	1.1%	0%[11.4 µM]	-2%	?	4%[7.66 µM]
COC1=C[C@H]2[C@H]3Cc4ccc(OC)c(O)c4[C@@]2(CCN3C)CC1=O	-4.9%	-5%[25.6 µM]	.	.	.	0%	-1.5%	.	0%	.	.
CC1(C)C(O)CC(O)[C@]2(C)C1CC(=O)[C@]1(C)C2CC[C@@]2(C)C(c3ccoc3)OC(=O)C3OC321 (stereo not given in full)	-1.0%[3.08 µM]	-2%	.	.	.	1%	0.9%	.	1%	.	35%[activator]
